Screening results deposited in PubChem by several laboratories.
FXIIa inh: factor XIIa (human) inhibition; purified FXIIa, Boc-QGR-AMC fluorogenic substrate, 2 h; inhibition, % at 5 µM; hit rate 0.3% among 220,000; in the data active = inhibition above about 40%;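 also: 0% = enzyme with no compound and 100% = blank without enzyme; many of its hits are not listed in these tables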
Rad51 HR inh: blocks human Rad51 in homologous recombination; inhibition, % at 10 µM; hRad51 DNA strand exchange, fluorescence dequenching; hit rate 0.085% among 200,000; Q06609; AID 1385;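 active = inhibition above 40% at the single screening dose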;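 also: 0% = DMSO control wells and 100% = blanks with heterologous ssDNA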
Target sequence (Q06609 whole entry, looked up): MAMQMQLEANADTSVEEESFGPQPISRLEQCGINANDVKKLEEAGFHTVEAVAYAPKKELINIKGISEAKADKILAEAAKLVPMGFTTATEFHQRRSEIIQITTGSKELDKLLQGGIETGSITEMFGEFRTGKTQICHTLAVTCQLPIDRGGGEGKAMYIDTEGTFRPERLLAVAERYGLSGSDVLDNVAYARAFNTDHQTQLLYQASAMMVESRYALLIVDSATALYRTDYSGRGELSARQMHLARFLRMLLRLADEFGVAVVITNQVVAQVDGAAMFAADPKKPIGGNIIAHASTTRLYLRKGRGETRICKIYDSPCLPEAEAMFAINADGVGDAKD
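Material: human Rad51–ssDNA filaments; Probe or stimulus: labelled 47-mer dsDNA for strand exchange; Doses: single 10 µM dose; Incubation: 37 °C 15-min filament assembly, 30-min compound preincubation, 15-min exchange; Technique: FRET fluorescence dequenching, excitation 485 nm, emission 520 nm; Measure: Fluorescence-based percent inhibition, control- and blank-normalised; Benchmarks: plate control and blank wells.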
Wee1 stabilizer: inhibitors of human Wee1 degradation. P30291. HeLa Luc-Wee1K328M stability, luciferase luminescence; 100% = proteasome inhibitor MG132 effect. reporter increase, % at 5 µM. hit rate 1.2% among 220,000. AID 1321;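 active = activation above the mean of all tested compounds plus 3 SD, set per screening run, cut at about 8.8% in these data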;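 also: cells exposed to compound for 20 h before luminescence read; 0% = DMSO alone and 100% = MG132 at 30 µM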
eIF4E-4G inh: blocks eIF4E binding to eIF4G; P63073+Q04637; TR-FRET eIF4E-eIF4GI(517-606) binding, 2 h; inhibition, % at 21.7 µM; hit rate 0.37% among 220,000; AID 782;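 active = inhibition above about 30%, limit read from the data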;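 also: 0% = full FRET control wells and 100% = background wells lacking eIF4GI fragment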
Mdm2 ligase inh: blocks human Mdm2 ubiquitin ligase activity | AID 1230 | signal enhancement, % at 5 µM | hit rate 0.11% among 210,000 | cell-based MDM2 ubiquitination luciferase reporter, 2 h; 0 = plate control, 100 = twice control, blank-subtracted;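 active = signal enhancement of 30% or more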;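 also: luminescence tracks abundance of the self-degrading MDM2-luciferase fusion protein; higher signal means inhibition of MDM2 E3 ligase activity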
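Assay system: stable mammalian line carrying autodegrading MDM2–luciferase fusion reporter; Input: 2000 cells in each well; Compound dosing: single-point 5 µM; Schedule: 2 h compound exposure at 37 °C; Signal: SteadyLite luciferase luminescence after 15 min room-temperature reagent incubation; Evaluation: % luminescence enhancement versus blank-corrected plate control mean; Benchmarks: plate controls and plate blanks.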
p97 inhibitor: blocks human p97 ATPase activity; inhibition, % at 8 µM; recombinant p97 ATPase, Kinase-Glo ATP luminescence, 3 h; P55072; hit rate 0.42% among 220,000; AID 1481; in the data active = inhibition above about 15%;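 also: 0% = DMSO vehicle and 100% = wells lacking enzyme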
FXIa inh: factor XIa (human) inhibition. purified FXIa, Boc-Glu-Ala-Arg-AMC fluorogenic substrate. hit rate 0.14% among 220,000. P03951. inhibition, % at 5 µM;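 active = inhibition of at least 40%; inactive = inhibition below 40%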;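 also: fluorescence of freed AMC excited at 355 nm; 0% = enzyme without compound and 100% = no enzyme blank; many of its hits are not listed in these tables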
Target sequence (P03951 19-387 limits assumed): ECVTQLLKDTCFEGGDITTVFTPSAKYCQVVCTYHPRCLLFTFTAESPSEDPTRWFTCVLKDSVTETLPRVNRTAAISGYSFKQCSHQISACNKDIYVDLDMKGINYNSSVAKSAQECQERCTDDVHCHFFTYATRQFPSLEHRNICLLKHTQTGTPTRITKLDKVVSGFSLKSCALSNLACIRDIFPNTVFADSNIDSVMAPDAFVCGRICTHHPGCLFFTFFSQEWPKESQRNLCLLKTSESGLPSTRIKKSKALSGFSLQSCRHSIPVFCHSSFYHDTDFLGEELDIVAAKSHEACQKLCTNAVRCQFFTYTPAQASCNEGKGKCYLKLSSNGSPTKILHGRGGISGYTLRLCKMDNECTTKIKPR
Target sequence (P03951 388-625 limits assumed): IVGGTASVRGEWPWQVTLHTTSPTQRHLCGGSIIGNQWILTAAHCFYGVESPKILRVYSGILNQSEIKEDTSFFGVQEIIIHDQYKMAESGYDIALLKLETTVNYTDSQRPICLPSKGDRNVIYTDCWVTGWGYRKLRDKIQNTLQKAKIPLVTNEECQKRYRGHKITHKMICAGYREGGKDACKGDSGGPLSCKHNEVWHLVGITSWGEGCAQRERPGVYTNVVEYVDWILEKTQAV
KLK5 inh: kallikrein 5 (human) inhibition | Q9Y337 | recombinant hK5, fluorogenic AMC substrate cleavage | inhibition, % at 5 µM | hit rate 0.59% among 210,000 | AID 873;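 active = inhibition of 40% or more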;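 also: 0% = enzyme controls without compound and 100% = no-enzyme blanks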
14-3-3 Bad inh: disrupts binding of bovine 14-3-3 zeta to phospho-Bad peptide. P63103. TR-FRET 14-3-3zeta/Dy647-pBad peptide displacement, 1 h. inhibition, % at 21.7 µM. hit rate 0.71% among 220,000;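 active = inhibition above about 70%, limit read from the data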;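 also: 0% = full 14-3-3 plus peptide FRET controls and 100% = background without 14-3-3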
Starred values were filed as active, the others as inactive; . = not tested or not shown; [ ] = dose if it differs, or a comment.

Codes – A = FXIIa inh; B = Rad51 HR inh; C = Wee1 stabilizer; D = eIF4E-4G inh; E = Mdm2 ligase inh; F = p97 inhibitor; G = FXIa inh; H = KLK5 inh; I = 14-3-3 Bad inh
(1) Cn1nc(-c2ccc(Cl)cc2)c2cc(C(=O)NCCCN3CCCC3)sc21
  A = 21; B = 3; C = -1; D = 2; E = -14; F = 0; G = 5; H = -8; I = 5
(2) Cc1[nH]c2ccccc2c1SCc1n[nH]c(=S)n1C
  A = 2; B = 6; C = -1; D = -4; E = -1; F = -3; G = -2; H = 0; I = 3
(3) Cc1ccc(-c2nnn(CC(=O)N3CCCc4ccccc43)n2)cc1
  A = 2; B = -4; C = -1; D = -2; E = -4; F = 13; G = -8; H = -7; I = 9
(4) O=C(CC1S/C(=N/N=C/c2ccco2)NC1=O)Nc1ccccc1 (configuration not stated)
  A = 18; B = 5; C = -2; D = 2; E = -15; F = 3; G = -1; H = -11; I = -13
(5) Nc1nc2n(n1)C(c1ccco1)CC(c1ccc(Cl)c(Cl)c1)N2 (configuration not stated)
  A = 23; B = -3; C = 2; D = .; E = -16; F = 5; G = 16; H = -149; I = .
(6) Nc1ccccc1N=Cc1ccc(-c2cccc(Cl)c2)o1
  A = 2; B = 6; C = 4; D = -4; E = -7; F = -2; G = 1; H = -6; I = -2
(7) Cc1ccc(S(=O)(=O)/N=C(/NC(=S)Nc2ccccc2)c2ccccc2)cc1
  A = 25; B = 1; C = 4; D = -3; E = -18; F = -1; G = 21; H = -15; I = 33
(8) O=C(Cc1ccc(Cl)cc1)Nc1ccccc1N1CCOCC1
  A = -5; B = -11; C = 2; D = -7; E = -17; F = -1; G = -10; H = -10; I = -5[fluorescence artefact?]
(9) Clc1ccccc1Cn1nnc2c(NCCN3CCOCC3)ncnc21
  A = 11; B = 5; C = 3; D = 0; E = -8; F = 5; G = 47*; H = 23; I = 1
(10) CCn1c(N2CCN(S(=O)(=O)c3ccc(F)cc3)CC2)nc2ccccc21
  A = 5; B = 1; C = 3; D = 2; E = 8; F = 4; G = -4; H = -3; I = -9
(11) COC(=O)C1=C(C)NC(=O)/C1=C\c1cc(C)n(-c2ccccc2F)c1C
  A = 24; B = -15; C = 2; D = -1; E = -25; F = -3; G = 26; H = 34; I = -7
(12) Cc1ccc(C)c(C(=O)CC2(O)C(=O)Nc3ccccc32)c1 (configuration not stated)
  A = 3; B = 1; C = 0; D = 3[fluorescence artefact?]; E = -16; F = 5; G = -18; H = -38; I = -2[fluorescence artefact?]
(13) CS(=O)(=O)N(CC(=O)N1CCCC1)c1ccc(OCc2ccccc2)cc1
  A = 2; B = -3; C = 1; D = -2; E = -1; F = 5; G = 1; H = -18; I = 6
(14) O=C(NCCC1=CCCCC1)c1ccc(CN2CCOCC2)cc1
  A = 20; B = -5; C = 0; D = -6; E = 4; F = -5; G = 4; H = -4; I = 9
(15) C=C(C)CC1(NC(C)c2ccccc2)CCCCC1 (configuration not stated)
  A = -5; B = 6; C = -2; D = -17; E = -5; F = -8; G = -9; H = -14; I = 5
(16) Cc1ccc(S(=O)(=O)N2CCN(CC(O)c3ccccc3)CC2)cc1 (configuration not stated)
  A = 14; B = 0; C = 0; D = 1; E = -11; F = 2; G = 0; H = -8; I = 9
(17) O=C(CN1C(=O)c2ccccc2C1=O)Nc1ccccc1C(=O)NC1CCCCC1
  A = 13; B = 8; C = 0; D = 9; E = -11; F = 2; G = 1; H = 1; I = 9
(18) COc1ccc(NC(=O)Cn2c(C)cc(=O)c3ccccc32)cc1
  A = 2; B = .; C = -1; D = 6; E = -16; F = 1; G = -2; H = -6; I = -2[fluorescence artefact?]
(19) Cc1ccc2c(c1)NC(=O)C(CC(=O)NCCCN1CCc3ccccc3C1)O2 (configuration not stated)
  A = 5; B = -6; C = 5; D = -2; E = -2; F = 3; G = -5; H = -1; I = 8
(20) Brc1ccc(Oc2nsnc2N2CCOCC2)cc1
  A = -2; B = -6; C = 0; D = -4; E = 0; F = 4; G = -5; H = 6; I = -3

Complete entries as entered above.
COc1ccc(NC(=O)Cn2c(C)cc(=O)c3ccccc32)cc1 across the screens: FXIIa inh: 2; Rad51 HR inh: .; Wee1 stabilizer: -1; eIF4E-4G inh: 6; Mdm2 ligase inh: -16; p97 inhibitor: 1; FXIa inh: -2; KLK5 inh: -6; 14-3-3 Bad inh: -2[fluorescence artefact?]
Cc1ccc2c(c1)NC(=O)C(CC(=O)NCCCN1CCc3ccccc3C1)O2 (configuration not stated) across the screens: FXIIa inh: 5; Rad51 HR inh: -6; Wee1 stabilizer: 5; eIF4E-4G inh: -2; Mdm2 ligase inh: -2; p97 inhibitor: 3; FXIa inh: -5; KLK5 inh: -1; 14-3-3 Bad inh: 8

The listing continues.
Codes – A = FXIIa inh; B = Rad51 HR inh; C = Wee1 stabilizer; D = eIF4E-4G inh; E = Mdm2 ligase inh; F = p97 inhibitor; G = FXIa inh; H = KLK5 inh; I = 14-3-3 Bad inh
(21) CCOc1ccc(Nc2nc(CC(=O)OC)cc(=O)[nH]2)cc1
  A = 7; B = -5; C = 3; D = 5; E = -9; F = 4; G = 0; H = -5; I = 89*
(22) COc1ccc(-c2nnc(SCC(N)=O)n2N)cc1
  A = 10; B = 6; C = -1; D = -5; E = -30; F = -2; G = 0; H = -6; I = -3
(23) COc1ccc(-c2nc(NC(=O)c3ccc(OCC(=O)Nc4ccc(F)cc4)c(OC)c3)sc2C)cc1
  A = 11; B = 11; C = 6; D = -4; E = 3; F = 4; G = 6; H = -18; I = -8[fluorescence artefact?]
(24) COc1ccc(-c2nc3c(c(SCC(=O)N4CCOCC4)n2)COC(C)(C)C3)cc1
  A = 25; B = 2; C = 2; D = -11; E = -19; F = 9; G = 15; H = -12; I = 6
(25) CC1CCCC(C)N1/N=C/c1ccc(N(C)C)cc1 (configuration not stated)
  A = 1; B = 1; C = -2; D = 4; E = -1; F = 5; G = -1; H = -5; I = -6
(26) CN(C(=O)Nc1ccc(Cl)cc1Cl)[C@H]1c2cc(Br)ccc2OC[C@H]1CO
  A = 11; B = 7; C = 0; D = 3; E = -11; F = -2; G = -1; H = 3; I = 3
(27) COc1ccc(OC)c(-n2c(=S)[nH]c3cc(C(=O)N4CCCCC4)ccc3c2=O)c1
  A = 7; B = .; C = -2; D = 2; E = -22; F = 2; G = -1; H = .; I = -6
(28) CCC(=O)Nc1nnc(/C=C/c2ccc(OC)cc2)s1
  A = 2; B = -11; C = 5; D = -3; E = 4; F = -4; G = -13; H = 29; I = -5
(29) COCCNC(=O)c1ccc(C(=O)C(=O)c2ccccc2)cc1
  A = 10; B = 8; C = -2; D = -5; E = 7; F = -3; G = 1; H = -10; I = -16[fluorescence artefact?]
(30) CCO/C=C1\SC(=S)N(c2ccc(Cl)cc2)C1=O
  A = 4; B = -8; C = 1; D = -2; E = -9; F = 6; G = 3; H = 11; I = 5
(31) CCOC(=O)N1CCC(NC(=O)CNS(=O)(=O)c2ccc(Br)s2)CC1
  A = -11; B = .; C = 1; D = 2; E = -13; F = -1; G = -1; H = 3; I = 1
(32) CCOc1ccc(NC(=O)C2CCCN(S(=O)(=O)c3c(C)n[nH]c3C)C2)cc1 (configuration not stated)
  A = 9; B = .; C = 2; D = 4; E = -16; F = -7; G = 8; H = 9; I = 9
(33) O=C(NC(=S)NCc1cccnc1)c1cccc2ccccc12
  A = 2; B = .; C = 0; D = 1; E = -9; F = 8; G = -3; H = -2; I = -6
(34) O=C(CSc1nc2ncccc2[nH]1)NCCc1ccccc1
  A = 3; B = 3; C = -1; D = 3; E = -4; F = 11; G = -1; H = -2; I = 6
(35) Oc1ccc2ccccc2c1/C=N/c1nccs1
  A = 11; B = 5; C = -2; D = 6; E = -9; F = 7; G = -7; H = 26; I = 12
(36) CC(=O)Nc1ccc(S(=O)(=O)Nc2cccn(Cc3ccc(C)cc3)c2=O)cc1
  A = -3; B = 2; C = -1; D = -3; E = 28; F = 6; G = -5; H = -6; I = -12
(37) CC1CC(C)CN(C(=S)SCc2nc(N)nc(Nc3ccccc3)n2)C1 (configuration not stated)
  A = 6; B = .; C = 12*; D = 2; E = -13; F = 2; G = 5; H = 2; I = -3
(38) O=C(Nc1ncc(Cc2ccccc2Cl)s1)C1CCCO1 (configuration not stated)
  A = 12; B = -9; C = -1; D = 3; E = 6; F = 8; G = 9; H = -5; I = -2
(39) O=C(NCCCN1CCCC1=O)c1cc(-c2ccc3c(c2)OCO3)nc2ccccc12
  A = -7; B = 2; C = 2; D = 0; E = -8; F = -2; G = -6; H = -22; I = -6
(40) COc1cc(/C=C(\C#N)C(=O)Nc2ccccc2C(=O)O)cc(Cl)c1OC
  A = 7; B = -2; C = -2; D = 0; E = -11; F = 6; G = 3; H = 0; I = -2
(41) O=C1CSC2(N1)C1CC3CC(C1)CC2C3 (configuration not stated)
  A = -2; B = .; C = 0; D = -3; E = -1; F = 3; G = -6; H = -5; I = 2
(42) O=C(CN1CCNCC1)Nc1ccc(Oc2ccccc2)cc1
  A = 5; B = -3; C = -2; D = -4; E = -19; F = -8; G = -1; H = 2; I = 11[fluorescence artefact?]
(43) COc1ccccc1N1CCN(C(=O)CSc2ccccc2)CC1
  A = 14; B = 7; C = 2; D = 2; E = -5; F = -6; G = 1; H = -11; I = 2
(44) COc1ccc(/C(O)=C2/C(=O)C(=O)N(c3ccccn3)C2c2ccc(OC)c(OC)c2)cc1 (configuration not stated)
  A = 13; B = 23; C = -1; D = -3; E = -10; F = 3; G = 4; H = 4; I = -1
(45) Cc1ccc(-c2ccc(=O)n(CCC(=O)NCCN3CCCCC3C)n2)cc1 (configuration not stated)
  A = 12; B = 1; C = 2; D = -1[fluorescence artefact?]; E = -9; F = 0; G = -1; H = -7; I = -5[fluorescence artefact?]
(46) C[C@H]1CCC[C@@]2(O[C@@H](CCO)C[C@@H](O)[C@@H]2O)O1
  A = 9; B = -4; C = .; D = -1; E = -4; F = .; G = 0; H = -1; I = -3
(47) CCN(CC)S(=O)(=O)c1ccc(O)c(C(=O)OCC(=O)N(C)Cc2ccccc2)c1
  A = 9; B = 13; C = 0; D = -12; E = -16; F = -5; G = -13; H = -25; I = 6
(48) CC(=O)c1ccc(-c2ccc(/C=C(/Sc3n[nH]c(C)n3)C(=O)O)o2)cc1
  A = 5; B = -150; C = -2; D = 1; E = -12; F = 0; G = -8; H = 16; I = -19
(49) NC1=C(c2ccc(F)cc2)C(=O)CS1
  A = 39; B = -3; C = 0; D = 2; E = -25; F = 7; G = 24; H = -3; I = -13

Results in sequence from the list.
KLK5 inh, compounds 41–49, in order: -5, 2, -11, 4, -7, -1, -25, 16, -3
